HEK293 NOD2/NF-kB: inhibition of NOD2-driven NF-kB reporter – cell-based, luminescence, uHTS, HEK293 (AID 1566). HEK293 NOD2/NF-kB luciferase reporter, luminescence; higher % means a stronger effect. one-dose inhibition, % at 4 µM; EC50 in µM for titrated hits. 0.63% of 290,000 active; further: many of its hits are not listed in these tables
GPR55 beta-arrestin: selective activators of receptor GPR55 – imaging, U2OS cells, beta-arrestin-GFP redistribution, primary screen (AID 1961); U2OS GPR55 beta-arrestin-GFP redistribution imaging; higher % means a stronger effect; activation, % at 10 µM, or EC50 in µM where a hit was titrated; 0.048% of 290,000 active;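 active means activation above 40% with more than 50 cells counted in the well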;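 further: U2OS osteosarcoma cells stably expressing GPR55 and beta-arrestin-GFP; plate controls were DMSO negative control for no effect and LPI positive control for full effect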
KOR beta-arrestin-1: KOR antagonists, beta-arrestin recruitment, cell-based, luminescence, uHTS (AID 1778) | KOR beta-arrestin recruitment, luminescence, antagonist mode; higher % means a stronger effect | inhibition, % at 10 µM; hits with a dose series show IC50 in µM | 0.091% of 290,000 active; further: strong numbers were not always called active
KOR beta-arrestin-2: kappa opioid receptor activators – cell-based, luminescence, uHTS, primary screen (AID 1777). 0.02% of 280,000 active. KOR beta-arrestin recruitment, luminescence; higher % means a stronger effect. activation, % at 10 µM, or EC50 in µM where a hit was titrated; in the data active means activation above about 50%, passing the limit was not always enough; further: a part of the inactive calls stands beside numbers as strong as those of hits
NTR1 ag: agonists of NTR1, primary screen, imaging, U2OS cells, beta-arrestin-GFP, high content (AID 493036); NTR1-U2OS beta-arrestin-GFP spot imaging, agonist mode; activation, % at 20 µM; 0.17% of 330,000 active; P30989;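 active means activation at or above 40% of the spot to cytoplasm intensity ratio, with at least 20 cells analyzed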;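 further: 0% = DMSO without peptide and 100% = 100 nM NTR1 peptide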
Target sequence (P30989 whole entry, looked up): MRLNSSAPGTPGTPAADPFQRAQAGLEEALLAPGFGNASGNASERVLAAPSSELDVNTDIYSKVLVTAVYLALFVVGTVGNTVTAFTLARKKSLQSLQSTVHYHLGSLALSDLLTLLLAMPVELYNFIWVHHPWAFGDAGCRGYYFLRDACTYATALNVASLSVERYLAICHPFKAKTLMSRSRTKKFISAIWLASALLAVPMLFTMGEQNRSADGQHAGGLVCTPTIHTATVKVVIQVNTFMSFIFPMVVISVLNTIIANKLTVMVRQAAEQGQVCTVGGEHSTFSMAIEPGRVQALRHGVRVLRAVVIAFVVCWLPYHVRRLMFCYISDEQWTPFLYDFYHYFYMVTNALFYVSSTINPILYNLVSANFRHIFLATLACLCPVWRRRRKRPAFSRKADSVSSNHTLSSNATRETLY
NOD1 NF-kB reporter: NOD1 signaling inhibitors, primary screen, cell-based, luminescence, uHTS (AID 1578). NOD1-driven NF-kB luciferase reporter cells, luminescence; higher % means a stronger effect. one-dose inhibition, % at 4 µM; EC50 in µM for titrated hits. 1% of 290,000 active; in the data active means inhibition mostly above about 36%, no sharp cut-off; inactive means mostly below about 34%;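 further: HEK-293T reporter cells stimulated with the NOD1 agonist gamma-tri-DAP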
Yfh1-depleted yeast: mitochondrial function rescue without frataxin homolog – Friedreich's ataxia, plus single-dose screen, dose response (AID 1465). S. cerevisiae Yfh1-off respiration, WST-1 reduction, 72 h; higher fold induction means a stronger effect. fold induction at 50 µM, or EC50 in µM where a hit was titrated. 0.074% of 220,000 active;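 active means fold induction of absorbance versus untreated yeast above a set limit, then at least 30% activation at any dose in follow-up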;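 further: activators that raise dye reduction in frataxin-depleted yeast; strong numbers were not always called active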
TNAP activators: stimulation of alkaline phosphatase TNAP activity – biochemical, luminescent, no phosphate acceptor, uHTS, primary screen (AID 1001); purified TNAP, luminescent activation assay, no phosphate acceptor; higher activation fold means a stronger effect; one-dose activation fold at 20 µM; EC50 in µM for titrated hits; 0.03% of 200,000 active; in the data active means activation fold from about 3, or a potency from the dose series; inactive means the rest, 99 in 100 with activation fold below about 1.6; further: many of its hits are not listed in these tables
CSM14.1 death rescue: rescue of cells from ER stress-induced death, primary screen, 384-well, CSM14.1, thapsigargin, ATP luminescence (AID 1222) | CSM14.1 thapsigargin-induced death rescue, ATP luminescence; higher % means a stronger effect | one-dose cellular ATP content (survival), % at 20 µM; EC50 in µM for titrated hits | 190,000 tested, under 10 active;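 active means EC50 below 50 µM in the dose-response confirmation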;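 further: death triggered by thapsigargin at about 15 µM added after 2 h compound pretreatment; cell ATP read after overnight thapsigargin exposure of roughly 18 to 22 hours; normalized against plate controls of thapsigargin alone and 5% DMSO vehicle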
NTR1 ag cell count 20 µM: further read-out of NTR1 ag, marked with its call; cell count; measured here: cell count, cytotoxicity flag
Active calls of the source: *; i = inactive; nt = no result given; [ ] = another dose, or the depositor's remark. Unless noted, no stated cut-off is given here; in the data, active means inhibition above about 50%; inactive means the rest. Not all compounds are listed (hit frequency here may not be typical).

SMILES	HEK293 NOD2/NF-kB	GPR55 beta-arrestin	KOR beta-arrestin-1	KOR beta-arrestin-2	NTR1 ag	NTR1 ag cell count 20 µM	NOD1 NF-kB reporter	Yfh1-depleted yeast	TNAP activators	CSM14.1 death rescue
C=C(C)COc1ccc(-c2n[nH]c(C)c2Oc2ccccc2OC)c(O)c1	-4%	-0.2%	-22%	4.2%	23	48	-29%	i	1	-1.6%
CCn1c(C(=O)O)c(CC(=O)N(C)c2ccc(OC)cc2OC)c2ccccc21	4%	-0.1%	30%	-4.0%	-0.1	44	-10%	nt	nt	nt
CCCCC(=O)N1C/C=C\C(c2ccc(OC)cc2)N(Cc2ccc(F)cc2)C(=O)[C@H]1Cc1ccccc1 (stereo partly drawn)	-9%	-0.1%	18%	-0.8%	4.7	60	12%	i	nt	nt
COc1ccccc1N(/N=C1\Sc2ccccc2C1=O)C(C)=O	-34%	-0.1%	44%	-0.3%	0.0	61	-6%	i	nt	nt
CCN(C(=O)c1cnc(OC)cc1C(F)(F)F)c1ccc(Cl)cc1Cl	24%	0.0%	5%	-2.1%	1.0	49	7%	i	nt	nt
C=CCN1C(=O)C2C3C=CC(C2C1=O)C1C2C(=O)N(CC=C)C(=O)C2C31 (stereo not drawn)	17%	-0.1%	-31%[20 µM]	-3.7%	0.7	70	-14%	i	1	-1.3%
O=S1(=O)N=C(N(CCO)/N=C/C=C/c2ccccc2)c2ccccc21	15%	0.2%	24%	-0.2%	nt	nt	-3%	i	1.1	-0.1%
Clc1ccc(-c2noc(/C=C/c3ccccc3)n2)cc1	-12%	-0.2%	27%	-4.0%	-0.4	45	-10%	i	nt	nt
COCCn1c(=NC(=O)c2ccco2)sc2cc(C(=O)OC)ccc21	11%	-0.1%	20%	9.5%	1.3	66	-15%	i	1	3.2%
CC1CCN(C(=S)NC(=O)c2ccc(C(C)(C)C)cc2)CC1	3%	0.0%	1%	-2.9%	0.5	71	-1%	nt	nt	nt
CCCc1cc(=O)oc2cc(OCC(=O)NCCc3c[nH]c4ccccc34)ccc12	6%	-0.1%	-13%[20 µM]	-3.5%	18	83	-14%	nt	nt	nt
CCOC(=O)N1CCC(N(CCN(C)C)C(=S)Nc2cccc(Cl)c2)CC1	6%	1.1%	5%	-0.6%	-0.2	59	1%	i	1.1	0.3%
COc1ccc(CCNC(=O)CCn2c(=O)c3cccn3c3cccnc32)cc1OC	11%	-0.4%	-15%	5.2%	2.3	58	1%	nt	nt	nt
COC(=O)c1sc2nc(SCc3cccc(Cl)c3)n(N)c(=O)c2c1C	-3%	-0.2%	-14%	0.8%	16	63	-14%	i	1	-4.5%
COc1ccc(N2C(=O)CSC23C(=O)Nc2ccccc23)cc1OC (stereo not drawn)	-13%	-0.2%	-19%	-3.6%	2.3	52	-25%	i	1.1	-0.5%
COc1cccc2c(=O)cc(C)n(CC(=O)Nc3ccc(C)c(C)c3)c12	22%	-0.2%	15%	-0.2%	3.2	55	9%	i	1.2	nt
CCc1noc(C)c1C(=O)N1CCCC(N2CCN(c3cccc(Cl)c3)CC2)C1 (stereo not drawn)	6%	-0.1%	1%	-1.3%	-0.4	53	-20%	nt	nt	nt
CCCCc1ccc(NC(=S)Nc2ccc(Nc3ccc(OC)cc3)cc2)cc1	-11%	-0.1%	26%	-1.4%	11	54	-18%	i	1.1	-0.7%
CCOC(=O)C(C(=O)NCc1ccc(F)cc1)c1ncc(C(F)(F)F)cc1Cl (stereo not drawn)	-3%	0.3%	-33%	3.7%	0.4	49	32%	i	1.1	0.5%
Cn1cc(S(=O)(=O)Nc2ccc3c(c2)OCCO3)cn1	14%	1.1%	19%	7.2%	0.7	33	-20%	i	1.1	-2.7%
CCCOC(=O)Cn1cnc2scc(-c3ccc(C)cc3)c2c1=O	-7%	-0.2%	-3%	-3.4%	1.2	42	-15%	nt	nt	nt
Cc1nnc(-c2ccccc2)[nH]c1=O	3%	-0.4%	6%	-1.1%	1.3	36	-9%	i	1	-0.4%
O=C(NC(=S)Nc1ccc2c(c1)OCCO2)c1ccco1	-132%	-0.1%	14%	-0.3%	1.8	58	-1%	i	nt	nt
COc1ccc(N2CCN(C(=O)Cn3c(=O)[nH]c4ccccc4c3=O)CC2)cc1	7%	-0.2%	-20%	1.9%	1.2	57	-34%	i	1.1	-0.7%
CSC1=NC2(C)CCCCC2C12C=CC(=O)C=C2 (stereo not drawn)	-2%	0.8%	-3%	-0.7%	3.3	59	-11%	i	nt	nt
CCOc1ccc(NC(=O)Nc2ccc3c(c2)CCC3)cc1	-15%	-0.1%	-10%	1.8%	-1.1	56	-37%	nt	nt	nt
COc1cc(C(=O)OCC(C)=O)cc(NC(=O)c2ccco2)c1OC	8%	-0.2%	-21%	-0.2%	0.6	48	-21%	i	1	-1.5%
CN(C)S(=O)(=O)c1ccc2c(c1)C(=NNC(N)=O)c1cc(S(=O)(=O)N(C)C)ccc1-2	24%	-0.2%	18%	-3.9%	-0.2	86	0%	nt	nt	nt
FC(F)(F)c1cc(-c2ccccc2)nc(-n2cc(Cl)cn2)n1	17%	-0.3%	1%	8.1%	6.0	56	8%	i	1	0.2%
COc1ccc(-c2nc(O)c3cnccn23)cc1	0%	0.1%	28%	-5.7%	-1.4	69	-34%	i	0.9	-2.5%
CCCC(=O)Nn1cnc2c(c1=O)C1(CCCC1)Cc1ccccc1-2	-22%	-0.2%	6%	2.6%	-1.8	56	-23%	i	1	-1.1%
COc1ccc(NCc2nnc(SCC(=O)NNC(=O)c3ccc(C)cc3)n2C)cc1	-2%	-0.2%	17%	1.3%	1.0	41	-39%	i	1.9	-0.3%
CCOc1ccc2cc(C#N)c(SCC(=O)N3CCC(C)CC3)nc2c1	10%	0.2%	5%	-3.0%	11	69	-7%	i	1	nt
O=C(NCCc1nnc2ccc(NCc3ccccc3Cl)nn12)c1ccccc1	3%	-0.3%	-26%	3.8%	1.3	49	22%	i	1	-2.0%
O=C(Nc1ccc(Cl)c(Cl)c1)Nc1nccs1	-106%	-1.9%	-63%	0.6%	17	60	1%	i	nt	nt
CCOC(=O)c1ccc(NC(=O)CSc2nnc(CNC(=O)c3c(F)cccc3Cl)o2)cc1	3%	-0.2%	27%	2.5%	-2.2	57	-16%	i	1.2	0.9%
CCCCCCC1CC(CSc2ncn[nH]2)OC1=O (stereo not drawn)	11%	0.3%	-13%	-7.8%	3.5	48	3%	i	0.9	3.0%
O=C(O)C1C2C=CC(C2)C1C(=O)Nc1ccccc1Br (stereo not drawn)	-4%	-0.2%	-53%[20 µM]	-0.6%	-0.4	45	-28%	nt	nt	nt
CCOC(=O)C(CC)Sc1nc2c(c(=O)[nH]c(=O)n2C)n1C/C=C(/C)Cl (stereo not drawn)	0%	0.1%	1%	-2.3%	3.7	46	-16%	i	1.1	nt
CCN(CC)S(=O)(=O)c1ccc2[nH]c(=O)cc(C(=O)Nc3ccc(C)c(S(=O)(=O)N(CC)CC)c3)c2c1	13%	0.9%	20%	3.0%	3.2	75	5%	i	1	-0.4%
Cc1noc(C)c1COc1cccc(C(=O)NC(C)(C)C)c1	7%	-0.5%	24%	-4.4%	2.3	30	-41%	i	1.1	0.7%
Cc1nc2c3cc(Cl)ccc3n(CCN3CCCCC3)c2s1	-19%	0.3%	2%	0.8%	0.2	57	-5%	i	1	3.2%
COc1ccc(C(=O)Nc2ccccc2C(=O)NCc2ccco2)cc1OC	5%	-0.2%	12%	-3.9%	-0.3	74	-26%	i	1.1	-1.1%
CC1(C)Oc2ccc(C(=O)NNC(=O)Nc3ccccc3)cc2NC1=O	17%	-0.1%	5%	0.0%	-0.8	53	-23%	nt	nt	nt
Cc1ccnc(NS(=O)(=O)c2ccc(NC(=O)c3ccccc3F)cc2)n1	20%	0.0%	-35%[20 µM]	-0.1%	0.5	55	-22%	nt	nt	nt
CCc1nnc(NS(=O)(=O)c2ccc(Nc3ccc4nonc4c3[N+](=O)[O-])cc2)s1	21%	-0.1%	11%[20 µM]	nt	0.0	52	-27%	i	0.9	-0.1%
CC(=O)NCCC(=O)Nc1nc(-c2cccs2)c(-c2cccs2)s1	1%	-0.2%	10%	-2.8%	0.0	77	1%	i	1	-2.7%
O=C(NCC1CCCO1)c1cn(-c2ccccc2)nc1-c1ccccc1 (stereo not drawn)	-6%	-0.1%	-20%	1.9%	0.0	44	-19%	nt	1.1	-2.4%
Cc1cc(CNC(=O)[C@H](C)[C@@H]2C[C@@]2(C)[C@@H](NC(=O)OCc2ccccc2)c2ccccc2)nn1C	-42%	-0.3%	-33%	0.6%	-2.1	100	35%	i	1.2	-1.7%
COc1ccc(NS(=O)(=O)c2cccc(NC(=O)C34CCC(CC3)C4)c2)cc1	39%	0.2%	-79%	-1.0%	0.6	95	14%	i	1.1	-3.6%
OCCC1CN(Cc2ccncc2)CCN1C1CCCC1 (stereo not drawn)	1%	0.1%	-9%	-5.3%	-1.2	84	-32%	i	1.1	0.7%
Cc1cc(/C=C2\Sc3ccccc3N2C)cc(C)[n+]1CC1CCCO1 (stereo not drawn)	44%	-0.1%	-26%[20 µM]	-5.3%	-2.9	26	57%*	i	1	-2.6%
O=C(COC(=O)/C=C/c1ccc([N+](=O)[O-])cc1)NC(c1ccccc1)c1ccccc1	11%	0.0%	-3%	-3.5%	4.4	83	20%	i	1.1	-2.5%
COc1cccc(NC(=O)C(Sc2nnc(-c3ccncc3)n2-c2ccc(Cl)cc2)c2ccccc2)c1 (stereo not drawn)	-3%	-0.2%	26%	1.3%	4.2	36	2%	i	1	-1.6%
Clc1ccc(CNc2nc(N3CCOCC3)nc(N3CCOCC3)n2)cc1	10%	-0.2%	-8%	-3.1%	1.5	53	7%	i	1.1	0.9%
CC(C)NS(=O)(=O)c1ccc(Oc2ncc(C(F)(F)F)cc2Cl)cc1	-1%	0.9%	-20%	-1.7%	2.3	75	-21%	i	1.1	-2.8%

Compound profiles, from the list above. Values in the order: HEK293 NOD2/NF-kB | GPR55 beta-arrestin | KOR beta-arrestin-1 | KOR beta-arrestin-2 | NTR1 ag | NTR1 ag cell count 20 µM | NOD1 NF-kB reporter | Yfh1-depleted yeast | TNAP activators | CSM14.1 death rescue
O=C(COC(=O)/C=C/c1ccc([N+](=O)[O-])cc1)NC(c1ccccc1)c1ccccc1 reads 11% | 0.0% | -3% | -3.5% | 4.4 | 83 | 20% | i | 1.1 | -2.5%
Cc1cc(/C=C2\Sc3ccccc3N2C)cc(C)[n+]1CC1CCCO1 (stereo not drawn) reads 44% | -0.1% | -26%[20 µM] | -5.3% | -2.9 | 26 | 57%* | i | 1 | -2.6%
O=C(NCC1CCCO1)c1cn(-c2ccccc2)nc1-c1ccccc1 (stereo not drawn) reads -6% | -0.1% | -20% | 1.9% | 0.0 | 44 | -19% | nt | 1.1 | -2.4%

Screening results from PubChem.
